# Large T inhibition – SV40 large T antigen inhibitors, biochemical (AID 1903). inhibition, % at 20 µM; hits with a dose series show IC50 in µM. hit rate 0.39% among 310,000. SV40 large T antigen ATPase/helicase inhibition assay; higher % means a stronger effect; in the data active means a potency from the dose series; inconclusive means inhibition mostly from about 32% at the one dose, without a potency; inactive means the rest, 99 in 100 with inhibition below about 32%; further: strong numbers were not always called active
# RSV CPE inhibition – inhibition of RSV-induced cytopathic effect – HEp-2 cells, primary 10 µM value included (AID 2391); one-dose CPE inhibition, % at 10 µM; IC50 in µM for titrated hits; HEp-2 cells, RSV-induced CPE inhibition; higher % means a stronger effect; hit rate 0.13% among 310,000; in the data active means a potency from the dose series; inconclusive means CPE inhibition mostly from about 23% at the one dose, without a potency; inactive means the rest, 99 in 100 with CPE inhibition below about 21%; further: strong numbers were not always called active
# MgcRacGAP inhibition – MgcRacGAP GTPase-activating activity inhibitors, confirmation, biochemical, ADP Hunter fluorescence. MgcRacGAP-stimulated Rac1 GTP hydrolysis, ADP Hunter fluorescence; higher % means a stronger effect; GST-tagged Rac1 F28L mutant substrate. hit rate 0.6% among 340,000. AID 624330. one-dose inhibition, % at 30 µM; IC50 in µM for titrated hits;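 active means first-screen hits whose inhibition reached a set limit at any dose in the follow-up dose series; inconclusive means inhibition above the set first-screen limit but never retested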;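 further: fluorescence reports GDP produced by GAP-driven GTP hydrolysis; strong numbers were not always called active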
# AID2073 – inhibitors of Mint1-CaV2.2 protein interaction, biochemical, HTRF (AID 2073) | HTRF protein-protein interaction, Mint1-CaV2.2; higher % means a stronger effect | one-dose inhibition, % at 20 µM; IC50 in µM for titrated hits | hit rate 0.19% among 290,000; in the data active means inhibition mostly above about 51%, no sharp cut-off; inconclusive means no clear call, values can overlap the other calls; inactive means mostly below about 53%; further: some results filed as inactive read as strong as hits
# HIV peptide binding – inhibitors of HIV fusion peptide binding, primary screen, biochemical, uHTS, fluorescence dequenching (AID 1986). cell-free peptide binding, fluorescence dequenching, 30 min; higher % means a stronger effect. inhibition, % at 20 µM; hits with a dose series show IC50 in µM. hit rate 0.3% among 290,000; in the data active means inhibition mostly above about 52%, no sharp cut-off; inactive means mostly below about 76%; further: some results filed as inactive read as strong as hits
# LYP phosphatase – inhibitors of LYP phosphatase, biochemical, fluorescence intensity, uHTS (AID 1779). recombinant LYP phosphatase, fluorescence intensity; higher % means a stronger effect. one-dose inhibition, % at 11.5 µM; IC50 in µM for titrated hits. hit rate 0.054% among 290,000; in the data active means inhibition above about 50%;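 further: plate controls were vehicle with enzyme for no effect and no enzyme for full effect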
# Siah-1 displacement – blockers of Siah-1 interaction with plectin peptide – biochemical, fluorescence polarization, rhodamine-plectin, uHTS, primary screen (AID 1817); Siah-1 / rhodamine-plectin peptide fluorescence polarization; higher % means a stronger effect; displacement, % at 20 µM; hits with a dose series show IC50 in µM; hit rate 0.02% among 290,000;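 active means displacement of at least 50% at 20 µM, with a fluorescence ratio check between 0.3 and a set limit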;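 further: plate controls were Siah plus tracer with DMSO for no effect and tracer alone without Siah for full effect; strong numbers were not always called active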
# NS5 inhibitors – flavivirus cap methylation enzyme inhibition – biochemical, confirmation dose response, primary screen (AID 588689); Dengue-2 NS5 methyltransferase capping enzyme assay, biochemical; higher % means a stronger effect; inhibition, % at 25 µM; hits with a dose series show IC50 in µM; hit rate 0.3% among 340,000; in the data active means a potency from the dose series; inconclusive means inhibition above about 29% without an active follow-up result
# XIAP antagonists – XIAP antagonists, biochemical, IAP family, fluorescence polarization (AID 1018); XIAP BIR domain, fluorescence polarization peptide displacement; higher % means a stronger effect; hit rate 0.007% among 200,000; displacement, % at 20 µM, or IC50 in µM where a hit was titrated; in the data active means displacement above about 50%; further: a part of the inactive calls stands beside numbers as strong as those of hits
# NS5 inhibitors pilot replicate – recorded beside NS5 inhibitors, whose call it bears; inhibition, %; measured here: pilot screen replicate inhibition
# * = called active by the depositor; ? = inconclusive; . = no result given.
SMILES,Large T inhibition,RSV CPE inhibition,MgcRacGAP inhibition,AID2073,HIV peptide binding,LYP phosphatase,Siah-1 displacement,NS5 inhibitors,XIAP antagonists,others
C=CCN1C(=O)[C@@H]2Cc3c([nH]c4ccccc34)C(c3ccc(O)cc3)N2C1=S (some centres not stated),14%,?,7%,-5%,31%,-9%,-1%,-25%,.,
CCc1ccc(N=CC23c4ccccc4C(c4ccccc42)C2C(=O)N(c4ccc(OC)cc4)C(=O)C23)cc1 (configuration not stated),7%,7.7%,6%,6%,-1.5%,5%,3%,-8%,-2.1%,
C=CCc1ccccc1OCC(=O)O,12%,2.4%,7%,19%,-0.2%,-1%,3%,-8%,.,
COn1c(-c2ccccc2)nc2c1CCc1c-2no[n+]1[O-],-2%,1.5%,1%,7%,14%,-5%,-4%,1%,-7.1%,
CCOc1ccc(CNC(=O)CCCN2C(=O)C(c3ccccc3)Oc3cccnc32)cc1 (configuration not stated),12%,0.5%,8%,-4%,2.1%,-7%,7%,-4%,.,
Cc1nc(NC(=O)c2c(-c3ccccc3)noc2C)sc1C(=O)N(C)C,-1%,0.4%,5%,-11%,-0.5%,0%,0%,-1%,.,
FC(F)(F)c1cccc(Cc2noc(CN(Cc3ccccn3)CC3CCCO3)n2)c1 (configuration not stated),12%,7.7%,10%,28%,-1.1%,-5%,4%,7%,.,
Cc1cccn2cc(CCNS(=O)(=O)c3cccs3)nc12,18%,0.6%,-1%,-3%,-1.5%,-8%,8%,-9%,.,
Cc1ccc2c(c1)/C(=N/O)CCS2,13%,0.5%,5%,1%,0.7%,1%,0%,-1%,-0.1%,
Cn1c(C(=O)O)cc2c(=O)n3ccccc3nc21,6%,-0.2%,9%,?,3.9%,-20%,-2%,5%,.,
COCCCn1c(SCC(=O)Nc2ccc(C(=O)OC)cc2)nc2ccccc2c1=O,-1%,-0.2%,8%,-2%,-3.1%,-7%,-3%,0%,-0.9%,
CCOC(=O)CN(C(=O)CSc1nnc(CNc2ccc(C)cc2C)n1CC)c1ccccc1,4%,3.3%,6%,-3%,-0.9%,-2%,-3%,-6%,-4.3%,
CCOC(=O)C(NC(=O)c1ccccc1Cl)(Nc1ccc(C(F)(F)F)cc1)C(F)(F)F (configuration not stated),3%,5.8%,3%,2%,0.1%,-4%,0%,-7%,-2.9%,
COc1cccc(C(=O)Nc2cccc(C(=O)NC3=NN(c4c(Cl)cc(Cl)cc4Cl)C(=O)C3)c2)c1,11%,0.8%,8%,73%,66%,16%,-4%,2%,-1.3%,
CC(=O)c1cnn(-c2nc3c(C)cccc3s2)c1C,0%,4.3%,9%,22%,1.2%,1%,-8%,7%,-2.4%,
Cc1ccc(C(=O)NNC(=O)C2CC2)cc1Br,8%,1.3%,8%,4%,0.1%,-7%,4%,1%,.,
COc1cc(NC(=O)c2ccccc2Cl)c2ncccc2c1,2%,-1.4%,-1%,8%,-0.8%,-10%,-3%,-2%,.,
Cc1oc(-c2cccc(Cl)c2)nc1CN1CCC(C(=O)NCc2cccnc2)CC1,14%,-1.5%,6%,9%,0.7%,-9%,0%,1%,0.3%,NS5 inhibitors pilot replicate=1.8
O=[N+]([O-])c1cc(C=Nc2cccc3c(O)cccc23)ccc1Cl,21%,3.2%,.,53%,53%,-4%,64%,.,.,
Cc1cc(C(=O)CSc2cccc[n+]2[O-])c(C)n1-c1ccccc1,6%,0.2%,1%,3%,-0.3%,5%,2%,-8%,-9.9%,
CCCCN(CC)Cc1ccc(CNC(=O)Nc2ccc(F)cc2)o1,10%,3.1%,7%,-6%,-1.3%,-8%,3%,-6%,-2.4%,
COc1ccc2oc(C(=O)OCC(=O)NCc3ccco3)c(C)c2c1,16%,0.9%,6%,.,.,.,.,-8%,.,
CCCCCCCCCCCCCCCC(=O)NCCO,6%,0.6%,2%,.,.,.,.,-2%,.,
O=S(=O)(Cc1ccccc1)N1CCn2c(nc3ccccc32)C1,-2%,2.6%,3%,-4%,0.9%,-5%,-1%,-4%,0.4%,
CCOc1ccc(-n2c(SCC(=O)Nc3ccc(OC)cc3)nc3sc4c(c3c2=O)CCN(C)C4)cc1,15%,3.8%,17%,0%,1.0%,-7%,12%,-12%,.,
N/C(Cc1ccc(Cl)cc1Cl)=N\OC(=O)Cc1ccccc1,13%,-0.7%,5%,6%,-0.2%,-6%,0%,-3%,-3.8%,
O=C(O)c1cc([N+](=O)[O-])c(N2CCCC2)c([N+](=O)[O-])c1,4%,0.4%,10%,1%,1.1%,0%,-2%,3%,-76%,
COc1cc(/C=N/Nc2nc(C)cc(=O)[nH]2)cc(OC)c1O,26%,-0.7%,18%,-22%,-0.6%,-1%,-4%,-3%,.,
Cc1nnc(N)s1,12%,1.0%,5%,7%,0.8%,3%,3%,-1%,.,
Cc1ccc(S(=O)(=O)N2CCC(=O)N(C(COCc3ccc(C(F)(F)F)cc3)C(C)C)CC2)cc1 (configuration not stated),16%,3.6%,-3%,9%,-1.0%,6%,1%,-8%,-4.4%,

# A stretch of the results above, as a working copy:
SMILES,Large T inhibition,RSV CPE inhibition,MgcRacGAP inhibition,AID2073,HIV peptide binding,LYP phosphatase,Siah-1 displacement,NS5 inhibitors,XIAP antagonists,others
CCCCN(CC)Cc1ccc(CNC(=O)Nc2ccc(F)cc2)o1,10%,3.1%,7%,-6%,-1.3%,-8%,3%,-6%,-2.4%,
COc1ccc2oc(C(=O)OCC(=O)NCc3ccco3)c(C)c2c1,16%,0.9%,6%,.,.,.,.,-8%,.,

# Continued:
SMILES,Large T inhibition,RSV CPE inhibition,MgcRacGAP inhibition,AID2073,HIV peptide binding,LYP phosphatase,Siah-1 displacement,NS5 inhibitors,XIAP antagonists,others
Cn1c(SCCS(=O)(=O)c2ccc(Cl)cc2)nnc1-c1ccccc1,4%,-0.3%,4%,-8%,-2.5%,0%,1%,-7%,-2.8%,
O=C(NCC1CCCO1)C(=O)NCC(c1ccco1)N1CCN(c2ccc(F)cc2)CC1 (configuration not stated),5%,-1.2%,5%,6%,-3.0%,-4%,5%,10%,-4.2%,
COC(=O)c1[nH]c2ccc(C)cc2c1NS(=O)(=O)c1ccc(F)c(C)c1,9%,0.4%,14%,1%,-0.9%,-6%,0%,5%,-5.3%,
CC(C)CCN1CCN(C2CSCCSC2)CC1CCO (configuration not stated),6%,3.2%,7%,-9%,-0.6%,-5%,-2%,3%,-6.1%,
C=CCOc1ccccc1/C=N/n1nnnc1N,4%,5.4%,4%,-1%,-1.3%,-8%,12%,-23%,.,
CC1(c2ccc3ccccc3c2)NC(=O)N(CC(N)=O)C1=O (configuration not stated),16%,6.5%,6%,8%,0.6%,-10%,-1%,-9%,.,
CC(C)(C)NC(=O)COC(=O)/C=C/c1ccccc1[N+](=O)[O-],9%,0.8%,1%,3%,0.0%,-3%,-1%,3%,-2.0%,
COC(Cc1n[nH]c(=S)n1-c1ccccc1)OC,17%,1.4%,-7%,10%,2.6%,-1%,1%,-2%,-2.1%,
COc1cc(/C=C/C(=O)OCC(=O)Nc2ccc3c(c2)OCCO3)ccc1OCC#N,5%,0.8%,5%,16%,0.1%,-8%,24%,-5%,-1.5%,
C=CCC1(NC(C)c2ccccc2)CCCCC1 (configuration not stated),16%,1.0%,-1%,-1%,3.3%,-6%,-3%,-7%,-6.2%,
Cc1cc(C)n(CCC(=O)N/N=C/c2ccc(O)cc2O)n1,30%,0.3%,-27%,25%,0.2%,-5%,8%,-8%,-3.7%,
Cn1nc(C(=O)NNC(=O)COc2ccccc2)c2ccccc2c1=O,18%,2.9%,5%,2%,-0.2%,-4%,5%,-3%,-0.7%,
CCC(=O)Nc1cccc(NC(=S)NC(=O)c2ccccc2C)c1,4%,1.6%,9%,-16%,0.2%,-1%,8%,-7%,-3.5%,
COCCNC(=O)C(C)Oc1ccc(Cl)cc1Cl (configuration not stated),1%,2.1%,-1%,-1%,0.2%,-4%,4%,-2%,-1.6%,
CCc1ccc(/C=C2/SC(=S)N(CC(=O)Nc3nc4ccccc4s3)C2=O)cc1,4%,1.8%,13%,8%,24%,-2%,-5%,-3%,-8.2%,
COc1ccccc1CNC(=O)COC(=O)c1cccc(S(=O)(=O)N2CCCCC2)c1,-4%,0.1%,1%,2%,-0.7%,-10%,0%,-13%,.,
CCC(C)NC(=S)Nc1ccccc1OC (configuration not stated),11%,-0.1%,7%,-2%,-1.2%,-2%,-2%,-5%,1.7%,
CCOC(=O)c1ccc(Nc2ncnc3ccccc23)cc1,6%,6.8%,1%,20%,-1.1%,1%,6%,6%,-1.7%,
COC(=O)C(NC(=O)C(CC(C)C)NC(=O)C1CCC(C)CC1)C(C)C (configuration not stated),7%,0.4%,-2%,-3%,1.2%,-9%,4%,-10%,-3.0%,
N#CCCSc1ccccc1NC(=O)c1cc(=O)c2ccccc2o1,2%,1.1%,14%,-7%,-1.9%,-3%,-11%,3%,.,
N#CC(=Cc1ccc(O)cc1)C(N)=C(C#N)C#N,8%,1.4%,0%,.,.,.,.,4%,.,
C=CCOc1cccc(C2NC(=O)c3ccccc3O2)c1 (configuration not stated),3%,2.2%,-4%,33%,-0.1%,-8%,-3%,1%,.,
Cn1cnnc1Sc1ccc(C(=O)OCC(=O)NC2CC2)cc1[N+](=O)[O-],-4%,.,0%,0%,0.0%,-4%,-3%,0%,-8.6%,
Cc1c(-c2cc[n+]([O-])cc2)oc2ccc(Br)cc2c1=O,5%,-3.0%,.,2%,2.1%,-3%,2%,.,-0.7%,
CN(C(=O)C1CCCO1)C1CCS(=O)(=O)C1 (configuration not stated),4%,0.7%,1%,.,.,.,.,-6%,.,
O=C(Cc1ccc(Cl)cc1Cl)Nc1cccc(S(=O)(=O)Nc2ccccc2F)c1,16%,14%,20%,-18%,-2.1%,17%,-1%,-11%,-19%,
COc1ccc(CC(=O)N/N=C/c2ccc(Cl)s2)cc1OC,6%,2.1%,-1%,-4%,-0.4%,0%,0%,-9%,.,
O=C(c1ccccc1)C(Cn1cncn1)C(Sc1ccccc1)c1ccccc1 (configuration not stated),6%,1.4%,10%,1%,3.0%,6%,2%,2%,-2.2%,
COc1cc(C(=O)Nc2ccc(C(N)=O)cc2)c([N+](=O)[O-])cc1OC,0%,1.4%,7%,-17%,-1.3%,-4%,0%,-10%,-4.8%,
CCOc1ccc(N=CC2=C(O)CC(C)(C)CC2=O)cc1,7%,-1.8%,7%,4%,0.2%,-10%,0%,-6%,7.7%,
Cc1ccc(NC(=O)CN2C(=O)N/C(=C/c3ccc(C)s3)C2=O)cc1,14%,2.4%,7%,34%,50%,6%,-2%,10%,-1.2%,
CC(=O)Nc1cccc(NC(=O)CSc2ncc(-c3ccc(Cl)cc3)n2Cc2ccco2)c1,8%,9.3%,10%,-8%,-1.4%,0%,-2%,-2%,-1.3%,
CSCCC(=O)Nc1cc(S(=O)(=O)N2CCOCC2)ccc1N1CCN(C)CC1,3%,-2.1%,3%,26%,-1.6%,-4%,0%,1%,-5.7%,
CCOCCCNC(=O)/C(C#N)=C/c1ccc(C(=O)OC)cc1,4%,1.1%,10%,2%,-1.8%,-7%,4%,-10%,-5.7%,

# This is a random part of the collection. Share with any hit: about 1.7%.
